# KCNQ2 inh – KCNQ2 potassium channel inhibitors, primary screen, cell-based, CHO-K1, FluxOR thallium flux, B-score (AID 2156); 1.1% of 310,000 active; B-score at 10 µM; 20 min; stronger effect = lower value;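 active = fluorescence ratio B-score at most minus 3 library SDs, with starting brightness B-score within 2 library SDs, cut at about -5.5 in these data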
# Target sequence (O88943 whole entry, looked up): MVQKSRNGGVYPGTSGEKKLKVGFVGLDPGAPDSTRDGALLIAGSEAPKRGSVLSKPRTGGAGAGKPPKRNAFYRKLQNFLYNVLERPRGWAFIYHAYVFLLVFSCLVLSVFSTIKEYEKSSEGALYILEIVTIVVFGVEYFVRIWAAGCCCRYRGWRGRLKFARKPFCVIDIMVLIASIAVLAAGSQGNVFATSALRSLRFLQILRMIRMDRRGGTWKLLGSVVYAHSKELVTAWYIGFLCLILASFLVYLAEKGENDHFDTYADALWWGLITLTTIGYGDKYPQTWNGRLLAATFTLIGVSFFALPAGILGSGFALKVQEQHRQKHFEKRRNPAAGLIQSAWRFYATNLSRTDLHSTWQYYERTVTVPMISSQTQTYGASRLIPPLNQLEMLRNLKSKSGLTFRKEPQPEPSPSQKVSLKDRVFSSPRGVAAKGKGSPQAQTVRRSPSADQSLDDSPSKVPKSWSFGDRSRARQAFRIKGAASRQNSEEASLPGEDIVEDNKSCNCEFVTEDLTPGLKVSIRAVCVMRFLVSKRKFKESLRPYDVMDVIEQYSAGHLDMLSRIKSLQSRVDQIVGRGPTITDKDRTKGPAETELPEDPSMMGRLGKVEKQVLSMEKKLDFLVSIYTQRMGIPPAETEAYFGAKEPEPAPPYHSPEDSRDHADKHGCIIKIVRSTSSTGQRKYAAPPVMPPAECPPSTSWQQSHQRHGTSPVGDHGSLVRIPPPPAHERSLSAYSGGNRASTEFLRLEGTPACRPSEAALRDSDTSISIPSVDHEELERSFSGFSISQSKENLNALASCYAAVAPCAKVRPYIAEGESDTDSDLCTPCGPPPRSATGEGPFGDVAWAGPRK
# Kir21 inh – blocks the mouse Kir2.1 inward-rectifier potassium channel | 0.85% of 310,000 active | P35561 | B-score at 10 µM | AID 1672 | HEK293-Kir2.1, FluxOR thallium flux fluorescence; stronger effect = lower value;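 active = fluorescence ratio B-score at or below minus 3 SD of library scores, with starting-brightness B-score within 2 SD, cut at about -4.2 in these data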;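 also: channel flux triggered by added potassium and thallium sulfate stimulus; B-score of peak minus minimum fluorescence over baseline after thallium stimulus; more negative B-score means stronger Kir2.1 block with less thallium influx; some compounds called inactive have numbers as strong as hits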
# Active calls of the source: *; i = inactive.
SMILES,KCNQ2 inh,Kir21 inh
CC(C)Cn1c(=O)c(C(=O)Nc2ccncc2)c(O)c2ccccc21,i,0.91
CC1C2Cn3c(nc4ccccc43)C1N(C(C)C)O2 (stereo not drawn),i,1.5
O=C(O)c1ccc(C(=O)O)c(C(=O)c2ccc(NC(=O)c3ccccc3)cc2)c1,i,2.1
O=C(O)COc1ccccc1C1C2C(=O)N(c3ccc(F)cc3)C(=O)C2ON1c1ccccc1 (stereo not drawn),i,0.12
FC(F)(F)c1cccc(Nc2nc(N3CCCC3)nc(N3CCCC3)n2)c1,i,-0.63
CCOC(=O)CNC(=O)CSc1nc(N)cc(N)n1,i,-0.78
CCOCCCNC(=O)c1cn(C)c(=O)c2cc(OC)c(OC)cc12,i,0
Cn1c(CC(=O)Nc2ccccc2F)nnc1SCC(=O)NC1CCCC1,i,-0.79
N=c1sccn1CC(=O)Nc1ccccc1-c1ccccc1,i,0.02
S=C1NCN(Cc2ccco2)CN1Cc1ccco1,i,-1.5
C=CCn1c(SCC(=O)NCc2ccc3c(c2)OCO3)nc2scc(-c3ccccc3)c2c1=O,i,0
COc1cc(SC)ccc1C(=O)Nc1nccs1,i,-0.53
COc1cc(NC(=O)CS(=O)(=O)c2ccccc2)cc(OC)c1OC,i,1.1
Cc1ccc(S(=O)(=O)N2CCOCC2)cc1NC(=O)COC(=O)CNC(=O)c1ccccc1,i,0.03
Cc1cccc(Cl)c1NC(=O)N1CCCN(c2ncccc2[N+](=O)[O-])CC1,i,1.2
Cc1ccc(S(=O)(=O)NC(=O)c2ccccc2F)cc1,i,-1.4
CC(=O)Nc1cccc(Oc2ccc3c(c2)C(=O)N(CCC(=O)O)C3=O)c1,i,0.05
CCN(C(=O)c1cnc(N2CCN(c3ncccn3)CC2)c2ccccc12)c1cccc(Cl)c1,i,-0.02
O=C(Nc1ccccc1C(=O)Nc1ccccc1)c1ccccc1Br,i,-3.2
CCNC(=S)N(CCO)Cc1cc2cc3c(cc2[nH]c1=O)OCO3,i,-0.75
CCOc1ccc(Br)cc1S(=O)(=O)N1CC(C)OC(C)C1 (stereo not drawn),i,-2.6
O=C(Cn1cnc2c(oc3ccccc32)c1=O)c1ccccc1,i,-2.3
Cc1c(Cl)cccc1NC(=S)NCCc1ccc(C(F)(F)F)cc1,i,-0.05
COc1ccc(C)cc1S(=O)(=O)NC1CC1,i,1.7
COc1ccccc1-c1nc(=S)c(C(C)=O)c(C)[nH]1,i,-0.11
Cc1ccc(-n2c(SCC(=O)N3c4ccccc4Sc4ccccc43)nnc2-c2ccncc2)cc1,i,0
Nc1cc([N+](=O)[O-])ccc1N1C(=O)CCCC1=O,i,-1
CN(CC(=O)Nc1ccc(N2CCOCC2)cc1)Cc1c(O)ccc2ccccc12,i,-0.33
O=C1NC(=Nc2ccccc2)S/C1=C/c1cccnc1,i,0.63
CCCS(=O)(=O)N1CCN(C2CCC(C)CC2)CC1 (stereo not drawn),i,-0.94
CC[n+]1ccc(C(=O)NCc2ccccc2)cc1,i,-0.87
Cc1ccc(CCNC(=O)C2CC(=O)N(CCc3ccccc3)C2)cc1 (stereo not drawn),i,0.79
O=C(c1cccc(Br)c1)N1CCN(C(=O)N2CCOCC2)CC1,i,1.3
Cc1ccc(S(=O)(=O)Cn2nnnc2CN2CCN(Cc3ccc4c(c3)OCO4)CC2)cc1,i,-2.2
COc1ccccc1N(Cc1cc(=O)[nH]c2ccccc12)C(=O)C(C)C,i,0.8
COc1ccc(OC)c(N(CC(=O)N2CCCC2)S(C)(=O)=O)c1,i,1.5
Cc1ccc(OCC(O)Cn2c(=N)n(CCN3CCOCC3)c3ccccc32)cc1 (stereo not drawn),i,-1.8
CC(Oc1ccccc1F)C(=O)Nc1ccc2ccccc2c1 (stereo not drawn),i,1.6
O=S(=O)(Nc1ccc(Cc2ccncc2)cc1)c1ccc(Cl)s1,i,1.8
Cc1cccc(-c2nnc(SCC(=O)Nc3ncccn3)n2C)c1,i,-1.7
Cc1nnc(SC2CC(=O)N(c3ccccc3)C2=O)s1 (stereo not drawn),i,0.77
Cc1cc(-c2ccccc2)n(-c2ccc(C(=O)N3CCN(c4ncccn4)CC3)cc2)n1,i,0.82
O=C(NC1CC1)C1=NOC(CNc2ncc(C(F)(F)F)cc2Cl)C1 (stereo not drawn),i,0.62
CC(C)(/C=N/O)/[N+]([O-])=C/C=[N+](\[O-])C(C)(C)/C=N/O,i,0.68
C=CCSc1nnc(C)n1-c1ccc(Cl)cc1,i,1.8
CCN(CC(=O)NCc1ccc(Cl)cc1)C(=O)CCC(=O)c1ccc(F)cc1,i,-0.19
O=C(N[C@H](Cc1cc(=O)[nH]c2ccccc12)C(=O)O)c1ccc(Cl)cc1,i,-0.51
CCCNCc1nnc(-c2ccccc2Cl)o1,i,-0.67
CCC(=O)Nc1ccc2nc(C)n(CC(=O)Nc3ccccc3)c(=O)c2c1,i,-1.1
Cc1noc(C)c1COC(=O)c1cccc(S(=O)(=O)N2CCOCC2)c1,i,0.05
O=C1/C(=C/c2ccc(F)cc2)SC(=S)N1N1CCOCC1,i,-0.48
CCOc1ccc2nc(SCC(=O)Nc3cc(C)on3)c(C)cc2c1,i,0.53
CCc1nc(Sc2nc(C)cc(C)n2)c2oc3ccccc3c2n1,i,0.08
CC1(C)Cc2nc3sc(C(=O)NCCO)c(N)c3cc2CO1,i,0.21
COc1ccc(Br)cc1C1CC(=O)N2CN(C)CSC2=C1C#N (stereo not drawn),i,-1.3
Cc1cccc(NCc2nc(SCC(=O)Nc3ccccc3)n[nH]2)c1,i,-0.82
CC(C)[C@H](NC(=O)c1ccccc1)C(=O)OCC(=O)N1CCN(C(=O)c2ccco2)CC1,i,0.02
COc1ccc(NC(=O)Nc2ccc(Br)cn2)cc1OC,i,-0.12
CN(C)c1ccc(C2N(C)C(=O)c3ccccc3N2C)cc1 (stereo not drawn),i,-0.01
CCOC(=O)C1CSC(CC(=O)Nc2ccc(OCC)cc2)C(=O)N1 (stereo not drawn),i,0.05

# (more compounds)
SMILES,KCNQ2 inh,Kir21 inh
O=C(Nc1ccccc1C(=O)N1CCOCC1)C1COc2ccccc2O1 (stereo not drawn),i,-1.3
CCOC(=O)c1ccc(NC(=O)Nc2cc(C)on2)cc1,i,-2.5
Cc1ccsc1/C=N\Nc1cn[nH]c(=O)c1Cl,i,0.75
Cc1cccc(NC(=O)CNC(=O)c2ccc(-n3cncn3)c([N+](=O)[O-])c2)c1C,i,-0.72
O=C(COc1ccc(Cl)cc1)Nc1ccc2c(c1)CCC2,i,-0.02
COc1ccc(/C=N/Nc2nc3ccccc3s2)cc1O,i,-3.6
COc1ccc(CC(=O)c2ccc(OC)c(OC)c2)cc1,i,-0.8
CN(C(=O)Nc1ccc(Cl)cc1Cl)[C@H]1c2cc(Br)ccc2OC[C@H]1CO,i,0.02
O=c1c2c(-c3cccs3)csc2ncn1-c1ccccc1,i,1.1
COc1cc([N+](=O)[O-])ccc1NC(=O)Nc1nc2c(s1)CCCC2,i,1.6
CCOC(=O)c1sc(NC(=O)CCCn2nc([N+](=O)[O-])cc2C)c(C(=O)OCC)c1C,i,1.8
COc1ncccc1-c1nnn(-c2ccc(C)cc2)n1,i,-0.58
COc1ccc(Nc2nc(N)c([N+](=O)[O-])c(N3CCN(C)CC3)n2)cc1,i,0.27
O=S(=O)(Nc1nc2ccccc2nc1NCC1CCCO1)c1cc(Cl)ccc1Cl (stereo not drawn),i,0.5
O=C1C2C3C=CC([C@@H]2C(=O)N1C1CC1)[C@H]1C(=O)N(C2CC2)C(=O)C31 (stereo partly drawn),i,-0.02

# At a glance, part of the list above.
SMILES,KCNQ2 inh,Kir21 inh
CCOC(=O)C1CSC(CC(=O)Nc2ccc(OCC)cc2)C(=O)N1 (stereo not drawn),i,0.05
O=C(Nc1ccccc1C(=O)N1CCOCC1)C1COc2ccccc2O1 (stereo not drawn),i,-1.3
CCOC(=O)c1ccc(NC(=O)Nc2cc(C)on2)cc1,i,-2.5
Cc1ccsc1/C=N\Nc1cn[nH]c(=O)c1Cl,i,0.75
Cc1cccc(NC(=O)CNC(=O)c2ccc(-n3cncn3)c([N+](=O)[O-])c2)c1C,i,-0.72
O=C(COc1ccc(Cl)cc1)Nc1ccc2c(c1)CCC2,i,-0.02
COc1ccc(/C=N/Nc2nc3ccccc3s2)cc1O,i,-3.6
COc1ccc(CC(=O)c2ccc(OC)c(OC)c2)cc1,i,-0.8
CN(C(=O)Nc1ccc(Cl)cc1Cl)[C@H]1c2cc(Br)ccc2OC[C@H]1CO,i,0.02
O=c1c2c(-c3cccs3)csc2ncn1-c1ccccc1,i,1.1
COc1cc([N+](=O)[O-])ccc1NC(=O)Nc1nc2c(s1)CCCC2,i,1.6
CCOC(=O)c1sc(NC(=O)CCCn2nc([N+](=O)[O-])cc2C)c(C(=O)OCC)c1C,i,1.8
COc1ncccc1-c1nnn(-c2ccc(C)cc2)n1,i,-0.58
COc1ccc(Nc2nc(N)c([N+](=O)[O-])c(N3CCN(C)CC3)n2)cc1,i,0.27
O=S(=O)(Nc1nc2ccccc2nc1NCC1CCCO1)c1cc(Cl)ccc1Cl (stereo not drawn),i,0.5
O=C1C2C3C=CC([C@@H]2C(=O)N1C1CC1)[C@H]1C(=O)N(C2CC2)C(=O)C31 (stereo partly drawn),i,-0.02

# New compounds follow.
SMILES,KCNQ2 inh,Kir21 inh
C/C(=C\C(=O)c1ccccc1)Nc1ccc(Cl)c(Br)c1,i,0.63
COc1ccc(/C=C/C=C2\NC(=S)NC2=O)cc1,i,0.93
C/C(=N\NC(=O)c1c(Cl)c(C)nn1C)c1cccc(NC(=O)COc2ccccc2)c1,i,0.33
COc1ccccc1NC(=O)c1ccc(-n2cccn2)nc1,i,-1.4
CCCCN1C(=O)C(NC(=O)c2cccnc2)(C(F)(F)F)C2=C1CC(C)(C)CC2=O (stereo not drawn),i,-0.51
CCn1cc(CCC(=O)NCc2ccc(F)cc2)c2ccccc21,i,-6.2*
COC(=O)Nc1nc2ccc(Br)cc2s1,i,-2.2
N#Cc1c(N)nc2c3c(sc(=N)c2c1N)NC(=O)CC3c1ccccc1 (stereo not drawn),i,-1.9
CCN(CC)CCCn1c2c(c(SCC(=O)Nc3ccc(F)c(F)c3)nc1=O)CCC2,i,1.7
COc1ccc(OCC(=O)NNC(=O)C2CCCO2)cc1 (stereo not drawn),i,0.11
Cc1cccc(Nc2nn3c(=O)c4ccccc4nc3s2)c1,i,0.1
Cc1ccccc1CN1CCN(C(=O)c2cccc(F)c2)CC1,i,0.15
Cc1ccc(C)c(S(=O)(=O)N2CCCOC2CNC(=O)C(=O)NCc2ccco2)c1 (stereo not drawn),i,0.05
C(=Nc1cccc2c(N=Cc3ccco3)cccc12)c1ccco1,i,-0.03
CCOc1ccccc1NC(=O)C1CCCN(c2c(CC)c(C)nc3ncnn23)C1 (stereo not drawn),i,0.3
OCC[n+]1ccc(/C=C/c2c[nH]c3ccccc23)cc1,i,-14
COc1ccc(S(=O)(=O)N2CCCC(C(=O)N3CCCCCC3)C2)cc1 (stereo not drawn),i,0.84
Cc1ccc([N+](=O)[O-])cc1NC(=O)c1ccoc1C,i,0.37
Cc1ccc(S(=O)(=O)Nc2ccccc2N(C)S(=O)(=O)c2ccc(C)cc2)cc1,i,-0.05
CN(c1ccccc1C(=O)Nc1ccc(CC#N)cc1)S(=O)(=O)c1ccccc1,i,-2.3
Oc1ccc(Cl)cc1CNc1cccc2cccnc12,i,2
COc1ccccc1N1CC(C(=O)OCC(=O)Nc2c(C)cccc2C)CC1=O (stereo not drawn),i,-0.71
CCCCn1c(SCC(=O)c2ccc(OC)cc2OC)nc2cc(S(N)(=O)=O)ccc21,i,-1.4
Cc1ccc(CCN2CC(C(=O)NCCCOC(C)C)CC2=O)cc1 (stereo not drawn),i,-2
O=C(CSc1ncnc2c1cnn2-c1cccc(Cl)c1)NCC1CCCO1 (stereo not drawn),i,-0.95
COc1ccc(C)cc1NC(=O)N1CCCc2ccccc21,i,-0.2
O=C(CCS(=O)(=O)c1cc(Br)cc2c1N(C(=O)C1CC1)CC2)NCC1CCCO1 (stereo not drawn),i,-1.2
O=C1Nc2ccc(Br)cc2C1(O)Cc1ccncc1 (stereo not drawn),i,2.1
COc1cccc(NC(=O)CNC(=O)c2cccs2)c1,i,-1.1
COc1ccc(CCN(Cc2cc3cc(C)cc(C)c3nc2Cl)C(=O)C2CC2)cc1,-8.6*,1.1
Cc1ccccc1NC(=O)Nc1cnccn1,i,0.05
CN1C(=S)SC(/[N+]([O-])=C\c2cccs2)C1(C)C (stereo not drawn),i,0.18
CC1CC(C)CN(CC(O)COCCOc2ccc(Br)cc2)C1 (stereo not drawn),i,-3.3
CC(=O)NC1(C(F)(F)F)C(=O)Nc2c1c(=O)[nH]c(=O)n2-c1ccccc1 (stereo not drawn),i,-1
O=C(CNC(=O)C(c1ccccc1)c1ccccc1)N/N=C\c1cccc(O)c1,i,-1.7
Cc1ccc(/C=C/C(=O)OCC(=O)Nc2ccc3[nH]c(=O)[nH]c3c2)o1,i,0.99
COc1cc(/C=C/C(=O)c2cccc([N+](=O)[O-])c2)cc(OC)c1OC,i,-4.7*
O=c1[nH]c2ccccc2nc1/C=C/c1ccc(Cl)cc1,i,-2
CCCn1c(CCC(=O)O)nc2cc(S(=O)(=O)N3CCCC3)ccc21,i,-1.2
O=C(Nc1cccnc1)c1ccc(Br)c(S(=O)(=O)N2CCCC2)c1,i,0.55
COc1ccc(NC(=O)CS(=O)c2ccc(Br)cc2)cc1 (stereo not drawn),i,-0.49
O=C(O)CCn1c(CO)nc2ccccc21,i,-0.02
Cn1ncc2c(Nc3ccccc3Br)ncnc21,i,-1.7
CN(C)N1C(N)=C(C#N)C(c2ccccc2Cl)C2=C1CCCC2=O (stereo not drawn),i,-1.6
COc1ccc(C(=O)c2c3ccccc3[n+]([O-])n2CCCN)cc1,i,-0.01
O=C(NCCN1CCCC1)c1ccc(Cl)cc1Cl,i,-0.17
COc1ccccc1CN=Cc1[nH]c2ccc(Br)c(Cl)c2c1O,i,-2.7

# From PubChem BioAssay
